# Screens from PubChem.
# CXCR6 block = inhibitors of human CXCR6 receptor | inhibition, % at 20 µM | O00574 | actives 0.36% (n = 360,000) | CHO-K1 PathHunter CXCR6 beta-arrestin, luminescence; in the data active = inhibition above about 34%, passing the limit was not always enough;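 note: antagonist mode with CXCL16 agonist at 10 nM final; 0% = 10 nM CXCL16 with DMSO and 100% = unstimulated wells without agonist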
# Target sequence (O00574 whole entry, looked up): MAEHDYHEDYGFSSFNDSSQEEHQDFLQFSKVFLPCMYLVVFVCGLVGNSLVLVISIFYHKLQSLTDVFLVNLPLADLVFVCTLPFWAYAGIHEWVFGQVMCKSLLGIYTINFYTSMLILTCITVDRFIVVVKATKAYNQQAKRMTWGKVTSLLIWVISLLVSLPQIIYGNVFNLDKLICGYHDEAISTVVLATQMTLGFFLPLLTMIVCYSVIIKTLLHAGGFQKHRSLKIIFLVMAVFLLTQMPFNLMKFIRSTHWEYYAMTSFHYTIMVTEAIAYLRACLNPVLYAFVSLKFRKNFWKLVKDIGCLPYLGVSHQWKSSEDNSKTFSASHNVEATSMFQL
# UBC13 polyUb = inhibitors of human UBC13 polyubiquitin chain formation | AID 485273 | TR-FRET | actives 0.47% (n = 330,000) | inhibition, % at 20 µM; in the data active = inhibition above about 45%, passing the limit was not always enough
# CCR6 antagonist = blocks CCL20-driven beta-arrestin recruitment at human CCR6 | P51684 | CHO-K1 CCR6 PathHunter beta-arrestin, luminescence, CCL20-stimulated | inhibition, % at 20 µM | actives 0.49% (n = 340,000);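 active = compounds whose inhibition of the agonist-driven luminescence signal at 20 µM reaches about 50%, limit read from the data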;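 note: cells stimulated with CCL20 at 14 nM final; plate controls were DMSO with CCL20 for no effect and DMSO without agonist for full effect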
# Target sequence (P51684 whole entry, looked up): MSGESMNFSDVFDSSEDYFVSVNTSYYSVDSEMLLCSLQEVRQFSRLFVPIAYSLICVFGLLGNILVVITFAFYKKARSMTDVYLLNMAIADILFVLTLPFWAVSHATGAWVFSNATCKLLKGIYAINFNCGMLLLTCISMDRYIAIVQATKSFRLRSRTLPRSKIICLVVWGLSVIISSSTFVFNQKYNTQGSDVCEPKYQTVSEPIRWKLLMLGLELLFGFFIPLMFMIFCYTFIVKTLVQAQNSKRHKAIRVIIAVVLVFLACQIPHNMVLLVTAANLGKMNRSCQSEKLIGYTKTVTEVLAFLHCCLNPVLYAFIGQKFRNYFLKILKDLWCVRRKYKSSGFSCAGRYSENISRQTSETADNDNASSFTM
# ATG4B inhibitor = inhibitors of human ATG4B cysteine protease. ATG4B cleavage of LC3-PLA2, NBD-HPC fluorescence, 1 h. inhibition, % at 8.33 µM. actives 0.51% (n = 340,000); in the data active = inhibition above about 40%
# APJ antagonist = antagonists of human APJ apelin receptor | AID 2521 | inhibition, % at 20 µM | CHO-K1 APJ beta-arrestin complementation, luminescence | actives 0.32% (n = 330,000);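 active = inhibition above about 40% at 20 µM, limit read from the data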;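 note: cells challenged with 10 nM apelin-13 agonist together with compound; plate controls were apelin-13 plus DMSO wells for no effect and DMSO wells lacking apelin-13 for full effect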
# APJ agonist = APJ receptor agonism; activation, % at 20 µM; actives 0.11% (n = 330,000); CHO-K1 APJ PathHunter beta-arrestin, luminescence; 0% DMSO wells, 100% apelin; P35414; AID 2520;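 active = activation more than six SD over the plate average, tested at 20 µM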;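 note: 0% = DMSO alone and 100% = apelin-13 at 10 nM; some results filed as inactive read as strong as hits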
#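 assay system = CHO-K1 APJ beta-arrestin complementation cell line | input = cell density 1000 per well | dosing = compound 20 µM once, DMSO 1% | timing = compound 90 min 25 °C, reagent 1 h | measured by = luminescence from split beta-galactosidase complementation, Galacton Star/Emerald II substrate | read-out basis = APJ agonist activity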
# Gli-Sufu block = blocks Gli-Sufu signaling in a luciferase reporter | Sufu-KO-LIGHT fibroblasts, Gli luciferase reporter luminescence | inhibition, % at 5 µM | actives 0.74% (n = 340,000) | AID 588413;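 active = inhibition above about 55%, limit read from the data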;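 note: 0% = DMSO-treated cells and 100% = wells with medium but no cells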
# EBI2 block = EBI2 (human) antagonism; P32249; EBI2 beta-arrestin recruitment, luminescence, 7a,25-OHC stimulated; inhibition, % at 5 µM; actives 0.81% (n = 360,000); in the data active = inhibition above about 38%;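 note: enzyme fragment complementation signal reports receptor beta-arrestin coupling in cells; 0% = agonist plus DMSO wells and 100% = wells without agonist; some results beyond the cut were filed as inactive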
# * hit, by the source's call; x = not tested or not shown.
# Short forms – A = CXCR6 block; B = UBC13 polyUb; C = CCR6 antagonist; D = ATG4B inhibitor; E = APJ antagonist; F = APJ agonist; G = Gli-Sufu block; H = EBI2 block
(1) CC(NC(=O)COC(=O)C1CC2CCCC(C1)C2=O)c1ccccc1 (centres undefined)
  A: 4	B: -4	C: 13	D: 1	E: 24	F: -1	G: -7	H: -10
(2) CN(CC(=O)Nc1ccc(F)c(F)c1F)C(=O)CC1CCCCC1
  A: 1	B: 4	C: 16	D: -2	E: 1	F: -7	G: -2	H: -12
(3) O=C1NCCN1CCNS(=O)(=O)c1ccc2ccccc2c1
  A: 4	B: -7	C: 15	D: -3	E: 9	F: -3	G: 6	H: 5
(4) CCC1(C)C2(C#N)C(N)=NC(OC)(OC)C12C#N (centres undefined)
  A: -8	B: -2	C: -1	D: 4	E: 6	F: 5	G: -9	H: -4
(5) CCNC(=S)Nc1ccc(Cl)cc1Cl
  A: -2	B: -3	C: 6	D: -2	E: 1	F: 0	G: -3	H: -16
(6) COc1ccc(CCNC(=O)C2CCN(C(=O)c3ccc(C(C)(C)C)cc3)CC2)cc1OC
  A: -8	B: 7	C: 14	D: 0	E: 3	F: -3	G: -45	H: -1
(7) CC(OC(=O)c1cc(Br)ccc1O)C(=O)NCc1ccc2c(c1)OCO2 (centres undefined)
  A: 11	B: 4	C: 19	D: 9	E: 17	F: 0	G: -20	H: -9
(8) CCCCC(c1nnnn1C1CCCC1)N1CCN(C2CCCCC2)CC1 (centres undefined)
  A: 11	B: 7	C: 9	D: 3	E: 18	F: -2	G: 11	H: 11
(9) Cc1cc(NC(=O)C(C)SCC(=O)Nc2cc(Cl)ccc2N2CCN(C)CC2)no1 (centres undefined)
  A: -17	B: 7	C: 0	D: 5	E: 20	F: 3	G: 10	H: 1
(10) CN(C)CC/C=C1/c2ccccc2Sc2c(O)cc(Cl)cc21
  A: 6	B: 15	C: -6	D: 37	E: 1	F: 0	G: 5	H: 12
(11) CCCc1cc(=O)n2[nH]c(NCc3ccc(OC)cc3)nc2n1
  A: -2	B: 1	C: 5	D: 1	E: -20	F: -1	G: 0	H: 4
(12) COc1ccc2c(CC(=O)Nc3nnc(C4CC4)s3)coc2c1
  A: 4	B: 1	C: -4	D: -8	E: -4	F: -5	G: 2	H: -15
(13) CN(Cc1ccccc1)C(=O)c1cccc(NC(=O)Cc2ccc(NC(=O)C3CCN(C(=O)C4CCC4)CC3)cc2)c1
  A: 10	B: x	C: -3	D: -15	E: x	F: x	G: -1	H: -9
(14) Cc1snc(S(=O)(=O)/C(C#N)=N/Nc2ccc(C(F)(F)F)cc2)c1C#N
  A: 19	B: -17	C: 12	D: -9	E: 10	F: -6	G: -1	H: 6
(15) Fc1ccc(-[n+]2nc(Nc3ccccc3)sc2-c2cccc(Cl)c2Cl)cc1
  A: -5	B: 5	C: 14	D: 8	E: 20	F: -4	G: 13	H: -11

# Sorted by the number under CCR6 antagonist (high to low): some entries from above
item	smiles	CCR6 antagonist
7	CC(OC(=O)c1cc(Br)ccc1O)C(=O)NCc1ccc2c(c1)OCO2 (centres undefined)	19
1	CC(NC(=O)COC(=O)C1CC2CCCC(C1)C2=O)c1ccccc1 (centres undefined)	13
12	COc1ccc2c(CC(=O)Nc3nnc(C4CC4)s3)coc2c1	-4

# Continuation:
# Short forms – A = CXCR6 block; B = UBC13 polyUb; C = CCR6 antagonist; D = ATG4B inhibitor; E = APJ antagonist; F = APJ agonist; G = Gli-Sufu block; H = EBI2 block
(16) O=C1CCCN1c1ccc(S(=O)(=O)NCCOc2ccccc2)cc1
  A: -8	B: 5	C: 5	D: -10	E: -7	F: 4	G: 7	H: 5
(17) CN(C)CCCN(Cc1ccccc1)C(=S)Nc1ccc(SC(F)F)cc1
  A: 2	B: 23	C: 0	D: -6	E: 2	F: -4	G: 28	H: -4
(18) CCCNC(=O)C(NS(=O)(=O)c1ccc2c(c1)c(=O)n(C)c(=O)n2C)c1ccccc1 (centres undefined)
  A: -2	B: 1	C: -4	D: -1	E: 1	F: -2	G: 4	H: -2
(19) O=c1c(-c2ccco2)[n+]([O-])c2ccccc2n1OCc1ccccc1F
  A: -4	B: 2	C: 2	D: 4	E: 4	F: -2	G: 2	H: 5
(20) CSc1ccc(/C=C/C(=O)OCC(=O)NC2CCS(=O)(=O)C2)cc1 (centres undefined)
  A: -13	B: 1	C: 2	D: 2	E: -3	F: 0	G: -5	H: -12
(21) Cc1[nH]c2ccccc2c1Cc1nnc(SCCC#N)o1
  A: 1	B: 16	C: -2	D: 8	E: 20	F: -8	G: -3	H: -7
(22) COc1ccc(NC(=O)COc2ccccc2C(=O)NCC(c2ccccc2)N(C)C)cc1Cl (centres undefined)
  A: 2	B: 5	C: 14	D: 0	E: -4	F: -2	G: -13	H: 11
(23) N#C/C(=C\C=C\c1ccccc1[N+](=O)[O-])C(=O)NCc1ccccc1
  A: 0	B: -1	C: 11	D: 5	E: -14	F: 3	G: 0	H: 9
(24) Cc1nc(=O)c(-c2ccccc2)c(C)n1CCCO
  A: -2	B: 6	C: 8	D: -5	E: -5	F: -1	G: -5	H: -6
(25) CC(=O)c1cccc(NC(=O)NNC(=O)c2ccc(-c3ccccc3)cc2)c1
  A: 0	B: 3	C: 2	D: 13	E: -19	F: -3	G: -1	H: -2
(26) COc1ccccc1NC(=O)CSc1nc(=O)n2cc(C)ccc2n1
  A: -8	B: 2	C: 9	D: 9	E: 8	F: -6	G: -9	H: -9
(27) CC1CCCC(NC(=O)Cn2cc(C(F)(F)F)cc(Cl)c2=O)C1C (centres undefined)
  A: -3	B: 2	C: 3	D: -5	E: 6	F: -3	G: -7	H: -8
(28) CCCCn1c(C)cc2cc(O)ccc21
  A: -6	B: 6	C: 9	D: 0	E: 2	F: -2	G: -3	H: 2
(29) CC(C)(C)c1ccc(C(=O)n2cnc3ccccc32)cc1
  A: -5	B: 6	C: 13	D: 0	E: -2	F: -1	G: -5	H: -3
(30) CC(c1ccccc1)n1cc(C(=O)NCCN2CCOCC2)nn1 (centres undefined)
  A: 0	B: 3	C: -1	D: -6	E: -12	F: 5	G: 0	H: -2

# The list goes on; it opens with the four that closed the last part.
# Short forms – A = CXCR6 block; B = UBC13 polyUb; C = CCR6 antagonist; D = ATG4B inhibitor; E = APJ antagonist; F = APJ agonist; G = Gli-Sufu block; H = EBI2 block
(27) CC1CCCC(NC(=O)Cn2cc(C(F)(F)F)cc(Cl)c2=O)C1C (centres undefined)
  A: -3	B: 2	C: 3	D: -5	E: 6	F: -3	G: -7	H: -8
(28) CCCCn1c(C)cc2cc(O)ccc21
  A: -6	B: 6	C: 9	D: 0	E: 2	F: -2	G: -3	H: 2
(29) CC(C)(C)c1ccc(C(=O)n2cnc3ccccc32)cc1
  A: -5	B: 6	C: 13	D: 0	E: -2	F: -1	G: -5	H: -3
(30) CC(c1ccccc1)n1cc(C(=O)NCCN2CCOCC2)nn1 (centres undefined)
  A: 0	B: 3	C: -1	D: -6	E: -12	F: 5	G: 0	H: -2
(31) O=C(CSCc1c(F)cccc1Cl)NCc1ccco1
  A: 0	B: 5	C: 5	D: -1	E: -2	F: 0	G: -10	H: -1
(32) O=C(NCCc1ccccc1)C1CCN(S(=O)(=O)c2ccc(Br)s2)CC1
  A: -3	B: -14	C: 24	D: -1	E: -4	F: 0	G: 3	H: 19
(33) CCOc1ccc(N(C(=O)c2ccccc2Cl)C2=NC(C)(C)CS2)cc1
  A: -4	B: 2	C: 7	D: 0	E: 11	F: -2	G: -19	H: 19
(34) O=C(Cc1cccs1)Nc1ccc(-c2nc3ccccc3[nH]2)cc1
  A: -1	B: 9	C: -9	D: -7	E: 3	F: 5	G: -47	H: 5

# Pulled by structure from the list above (three):
# Short forms – A = CXCR6 block; B = UBC13 polyUb; C = CCR6 antagonist; D = ATG4B inhibitor; E = APJ antagonist; F = APJ agonist; G = Gli-Sufu block; H = EBI2 block
(32) O=C(NCCc1ccccc1)C1CCN(S(=O)(=O)c2ccc(Br)s2)CC1
  A: -3	B: -14	C: 24	D: -1	E: -4	F: 0	G: 3	H: 19
(33) CCOc1ccc(N(C(=O)c2ccccc2Cl)C2=NC(C)(C)CS2)cc1
  A: -4	B: 2	C: 7	D: 0	E: 11	F: -2	G: -19	H: 19
(31) O=C(CSCc1c(F)cccc1Cl)NCc1ccco1
  A: 0	B: 5	C: 5	D: -1	E: -2	F: 0	G: -10	H: -1
